Screening data deposited in PubChem BioAssay by several laboratories.
Cl transport mod: KCC2 (human) Cl- transport modulation. 190,000 compounds, 2.2% hits. KCC2 cells, thallium flux FluoZin-2 fluorescence. AID 1456. Q9H2X9. B-score of Tl+ flux slope (higher = more flux/activation; lower = inhibition) at 10 µM;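 active = thallium flux slope and its plate-corrected score both differing from the plate sample mean at a set confidence after two filtering rounds, in either direction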;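 note: slope of fluorescence scaled to starting intensity during 10 to 20 s after thallium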
TRPML3 agonist: human mucolipin-3 channel agonism | Q8TDD5 | HEK293 TRPML3-YFP, Fluo-8 calcium fluorescence; 100% = the carbachol control signal | activation, % at 3 µM | 220,000 compounds, 0.29% hits | AID 1448;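 active = activation above its plate's cutoff, the mean activation of the plate's test wells plus 3 SD, cut at about 12% in these data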;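 note: 0% = DMSO only wells and 100% = carbachol wells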
Target sequence (Q8TDD5 whole entry, looked up): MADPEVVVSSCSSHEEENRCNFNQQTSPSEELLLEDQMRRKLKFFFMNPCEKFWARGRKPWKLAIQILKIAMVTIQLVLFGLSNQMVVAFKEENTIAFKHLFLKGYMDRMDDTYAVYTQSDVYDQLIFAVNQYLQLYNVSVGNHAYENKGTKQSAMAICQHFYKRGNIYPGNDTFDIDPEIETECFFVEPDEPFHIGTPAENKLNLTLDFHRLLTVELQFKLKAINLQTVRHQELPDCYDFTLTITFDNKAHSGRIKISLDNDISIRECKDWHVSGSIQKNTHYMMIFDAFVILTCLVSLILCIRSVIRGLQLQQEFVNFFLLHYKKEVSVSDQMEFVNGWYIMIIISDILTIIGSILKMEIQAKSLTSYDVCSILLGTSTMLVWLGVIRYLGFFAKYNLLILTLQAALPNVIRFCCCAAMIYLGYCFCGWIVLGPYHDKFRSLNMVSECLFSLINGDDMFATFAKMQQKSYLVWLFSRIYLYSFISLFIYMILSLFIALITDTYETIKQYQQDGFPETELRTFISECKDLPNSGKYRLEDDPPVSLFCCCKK
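Material: TRPML3-YFP stable HEK293 cells | Dosing: One concentration, 3 µM nominal, 0.3% DMSO | Timing: 125 s total fluorescence read per well | Technique: Fluo-8 calcium dye fluorescence, ex 470-495, em 515-575 nm | Measure: Percent activation from peak-to-basal fluorescence ratio, scaled between DMSO and carbachol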
Thrombin inh: inhibitors of human thrombin; AID 1046; alpha-thrombin, Boc-VPR-AMC fluorogenic substrate cleavage; 220,000 compounds, 0.26% hits; inhibition, % at 5 µM; P00734;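 active = inhibition at or above 40%; inactive = inhibition below 40%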;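 note: 0% = enzyme with no compound and 100% = wells without enzyme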
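Test system: human alpha-thrombin; medium: pH 7.5 Tris-saline with Tween 20; times: reaction at room temperature; signal: AMC fluorescence at 355 nm excitation and 460 nm emission; also added: Boc-VPR-AMC substrate, 15 µM final; dosing: one concentration per compound, 5 µM, with 0.2% DMSO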
TRPN1 ag: agonists of zebrafish TRPN1 channel. HEK293 zebrafish TRPN1-YFP, Fluo-8 calcium fluorescence; 100% = response to 87 µM carbachol. activation, % at 3 µM. 220,000 compounds, 0.18% hits. AID 1424;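 active = activation above its plate's cutoff, the mean activation of test wells on that plate plus 3 SD, cut at about 19% in these data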;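 note: 0% = DMSO alone and 100% = 87 µM carbachol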
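System: zebrafish TRPN1-YFP in HEK293 cells / Dosing: 3 µM single point / Timing: dye loading 1 h at 37 °C, then 30 min room temperature / Signal: Fluo-8 calcium fluorescence, excitation 470-495 nm, emission 515-575 nm / Read-out basis: percent activation from peak over basal fluorescence ratio, control-normalized / Control set: high carbachol 87 µM, low DMSO alone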
TbHK1 inh: T. brucei hexokinase 1 inhibition | recombinant TbHK1, G6PDH-coupled NADH A340 | inhibition, % at 10 µM | 220,000 compounds, 0.11% hits;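 active = inhibition of 50% or more in the single-dose primary screen; inactive = inhibition below 50%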
EBV gp42 block: blocks Epstein-Barr virus glycoprotein 42 binding. Q1HVG2. Fluorescence polarization binding assay, mP read-out. inhibition, % (tested at 21.74 µM). 220,000 compounds, 0.42% hits; in the data active = inhibition above about 50%
Target sequence (Q1HVG2 whole entry, looked up): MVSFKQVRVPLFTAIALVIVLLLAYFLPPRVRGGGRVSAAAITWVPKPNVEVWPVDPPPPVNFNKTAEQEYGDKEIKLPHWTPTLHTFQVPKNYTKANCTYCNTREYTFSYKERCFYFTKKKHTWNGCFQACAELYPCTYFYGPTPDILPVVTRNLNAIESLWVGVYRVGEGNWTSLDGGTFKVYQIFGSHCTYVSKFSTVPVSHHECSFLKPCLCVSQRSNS
PPC-1+TRAIL kill: PPC-1 cancer cell killing with TRAIL present. PPC-1 cells + TRAIL, ATPLite viability luminescence. cell killing (% activity), % at 4 µM. 220,000 compounds, 0.41% hits. AID 1443;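 active = cell killing above 50% in the first pass at 4 µM, then a duplicate retest at 5 µM averaging 50% or more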;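 note: plate controls were cells with TRAIL plus DMSO for no effect and medium-only wells lacking cells for full effect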
Furin inh: human furin inhibition; inhibition, % at 30 µM; AID 463115; 220,000 compounds, 0.061% hits; purified furin, fluorogenic substrate cleavage; P09958; in the data active = inhibition above about 25%; note: inactives centre near -15
m-calpain inh: calpain II (pig) inhibition; AID 1236; purified calpain II, fluorogenic peptide substrate, 30 min; 220,000 compounds, 0.37% hits; inhibition, % at 16 µM;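 active = inhibition above about 50%, limit read from the data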
The depositor's hits bear a star; i = inactive; . = no result given; [ ] = dose if it differs, or a comment.

SMILES	Cl transport mod	TRPML3 agonist	Thrombin inh	TRPN1 ag	TbHK1 inh	EBV gp42 block	PPC-1+TRAIL kill	Furin inh	m-calpain inh
O=C(Cn1cnc2c(cnn2-c2ccc(F)cc2)c1=O)N1CCCc2ccccc21	.	2.9	2	6.8	4	6	14	-15[20 µM]	-11
CC(=O)/C(=C/c1ccccc1)C(=O)Nc1ccccc1C	0.27	0.3	-13	-1.0	-2	-13	10	-19	20
O=C(CCCc1nc2ccccc2s1)Nc1nccs1	1.2	-0.3	-4	1.7	1	-4	-22	-3	-6
CC12CCC(C(=O)NCCCn3ccnc3)(OC1=O)C2(C)C (stereo not drawn)	0.18	0.8	-5	0.4	3	-12	7	-9[20 µM]	0
O=S(=O)(Nc1ccc(-n2cccc2)cc1)c1ccc(Cl)c(Cl)c1	-1.3	-0.1	-2	-0.2	24	-4	-5	0	35
C=CCn1c(N)c(C(=O)OCCC)c2nc3ccccc3nc21	-1.6	3.2	2	-1.1	-9	-20	13	-83	i
CC(C)Nc1nc(N)c(C(=O)C23CC4CC(CC(C4)C2)C3)s1	-0.62	0.4	-2	1.1	-36	10	21	-3	4
CCOC(=O)C1=C(C)NC(=O)C(C(N)=O)C12CCCC2 (stereo not drawn)	4.1	1.3	0	1.2	-7	-13	4	-14[20 µM]	-6
O=C(NCc1ccccc1)c1ccc(CS(=O)(=O)Cc2ccccc2F)o1	-0.28	0.9	-16	1.6	-3	-17	22	-28	-37
CCOC(=O)c1c(NC(=O)C2c3ccccc3Oc3ccccc32)sc(C(N)=O)c1C	0.081	0.3	-3	0.3	-11	-4	-8	-19[20 µM]	33
COc1cc(/C=C(/C#N)c2nc3ccccc3[nH]2)ccc1Oc1ncccc1[N+](=O)[O-]	-0.28	1.2	3	1.5	-19	-5	27	-19[20 µM]	-66
NC(=O)Cc1ccc(C(=O)c2ccccc2F)s1	0.94	1.2	-7	-0.1	-5	-9	-8	-15	1
Cc1cccc(NC(=S)NCCc2ccccc2)n1	0.19	-0.3	0	-1.1	-4	-3	18	-14	-15
CCCC(C(=O)NC1CCCC1)N(CC1CCCO1)C(=O)c1snc(C(N)=O)c1N (stereo not drawn)	.	-0.1	-2	-0.3	-10	-5	-24	-6	-83
Cc1ccc(NC(=O)CN(C)C(=O)CCOc2cccc(C)c2)cc1	0.44	0.9	-5	0.4	-1	-13	-13	-21	9
CC1CCC(N2CCNCC2)CC1 (stereo not drawn)	0.7	0.9	-8	-0.6	-1	-11	6	-28	-29
c1csc(C(c2nnnn2C2CCCCC2)N2CCCC3(CCCCC3)C2)c1 (stereo not drawn)	0.19	0.3	2	-0.4	8	-14	25	-15[20 µM]	1
COC(=O)c1ccccc1NC(=O)c1ccc(COc2cccc3ccccc23)o1	0.31	1.1	-4	1.1	-11	-18	34	-8[20 µM]	-43
CCOC(=O)N1CCN(C(=O)C2CCN(S(=O)(=O)c3ccccc3)CC2)CC1	.	0.9	-6	1.4	-3	4	9	-25[20 µM]	39
CC(C)NC(=O)CCNC(=O)c1ccc(F)cc1	0.54	0.3	-10	0.6	0	-12	.	-10	-10
CCOC(=O)/C=c1\sc2n(c1=O)CCN=2	.	0.4	0	1.1	-17	-1	14	-22	13
Cc1cccc(N=C2NC(=O)c3cc([N+](=O)[O-])ccc32)c1	-1	1.3	-8	1.9	-1	4	9	-18	26
CCNC(=O)/C=C1\NC(C)(C)Cc2c1ccc1ccccc21	.	-1.0	15	-2.5	-24	-10	7	2[20 µM]	-121
CCOC(=O)c1c(C)nc(C)c(C(=O)OCC)c1-c1cccnc1	0.019	0.1	4	-1.3	6	-9	-8	-20	-5
CC(=O)c1cccc(NC(=O)CCS(=O)(=O)c2ccc(Br)s2)c1	0.11	0.0	-7	1.4	7	-8	-4	-25	-8

An excerpt from above, limited to PPC-1+TRAIL kill, m-calpain inh and TRPN1 ag.
SMILES,PPC-1+TRAIL kill,m-calpain inh,TRPN1 ag
O=S(=O)(Nc1ccc(-n2cccc2)cc1)c1ccc(Cl)c(Cl)c1,-5,35,-0.2
C=CCn1c(N)c(C(=O)OCCC)c2nc3ccccc3nc21,13,i,-1.1
CC(C)Nc1nc(N)c(C(=O)C23CC4CC(CC(C4)C2)C3)s1,21,4,1.1

Part of the list above, set out differently:
> Cc1ccc(NC(=O)CN(C)C(=O)CCOc2cccc(C)c2)cc1
- Cl transport mod: 0.44
- TRPML3 agonist: 0.9
- Thrombin inh: -5
- TRPN1 ag: 0.4
- TbHK1 inh: -1
- EBV gp42 block: -13
- PPC-1+TRAIL kill: -13
- Furin inh: -21
- m-calpain inh: 9

> CC1CCC(N2CCNCC2)CC1 (stereo not drawn)
- Cl transport mod: 0.7
- TRPML3 agonist: 0.9
- Thrombin inh: -8
- TRPN1 ag: -0.6
- TbHK1 inh: -1
- EBV gp42 block: -11
- PPC-1+TRAIL kill: 6
- Furin inh: -28
- m-calpain inh: -29

> c1csc(C(c2nnnn2C2CCCCC2)N2CCCC3(CCCCC3)C2)c1 (stereo not drawn)
- Cl transport mod: 0.19
- TRPML3 agonist: 0.3
- Thrombin inh: 2
- TRPN1 ag: -0.4
- TbHK1 inh: 8
- EBV gp42 block: -14
- PPC-1+TRAIL kill: 25
- Furin inh: -15[20 µM]
- m-calpain inh: 1

> COC(=O)c1ccccc1NC(=O)c1ccc(COc2cccc3ccccc23)o1
- Cl transport mod: 0.31
- TRPML3 agonist: 1.1
- Thrombin inh: -4
- TRPN1 ag: 1.1
- TbHK1 inh: -11
- EBV gp42 block: -18
- PPC-1+TRAIL kill: 34
- Furin inh: -8[20 µM]
- m-calpain inh: -43

Further records
SMILES	Cl transport mod	TRPML3 agonist	Thrombin inh	TRPN1 ag	TbHK1 inh	EBV gp42 block	PPC-1+TRAIL kill	Furin inh	m-calpain inh
COc1cc(C2C3=C(CCCC3=O)Nc3[nH]n(-c4ccccc4)c(=O)c32)ccc1O (stereo not drawn)	0.65	1.0	-4	0.7	-40	-12	35	-2[20 µM]	19
Cc1ccc(C(=O)NNC(=O)CSc2nnc(-c3ccncc3)n2C)cc1	.	-0.2	3	0.1	4	-11	-1	-13[20 µM]	28
CCNC(=O)OCC(CC)NC(=O)OCC(C)C (stereo not drawn)	0.38	0.1	6	-1.1	46	-24	3	-10[20 µM]	-4
COC(=O)/C(C(C)=O)=C(\C=C\N(C)C)N(C)C	0.94	0.7	2	-1.2	-49	-4	-18	-13[20 µM]	-9
O=C(CCCn1nnc(-c2cccnc2)n1)c1ccc(F)cc1	-0.67	1.1	4	1.5	-6	-14	20	-4	17
COc1ccc(Cl)c(N2CCN(CCCNC(=O)Nc3ccc(C)cc3)CC2)c1	.	0.1	-4	0.9	2	2	-5	-9[20 µM]	-36
CC1CCCN(CC(=O)Nc2cccc([N+](=O)[O-])c2)C1 (stereo not drawn)	0.0014	1.2	0	-0.6	-2	-17	12	-25	0
CCn1c(SCC(=O)N2CCCC2)nc2ccccc21	0.002	-0.4	10	-0.1	4	-5	9	-13	40
O=C(NCCCc1ccccc1)Nc1cccc(Cl)c1	-2.5	1.1	-2	2.1	4	11	-4	-16	37
COCC(=O)Nc1cc([N+](=O)[O-])ccc1C	0.62	0.1	-2	1.1	-1	-40	-2	-13	8
Cc1nc([N+](=O)[O-])c(C(=O)OCc2ccccc2)n1C	0.43	0.3	-8	1.4	2	8	-1	-4	25
O=[N+]([O-])c1cc(C(F)(F)F)ccc1NC1CCN(Cc2ccccc2)CC1	-1.9	0.1	0	-0.5	-11	-5	36	-14	-2
COc1cccc(Nc2n[nH]c(=S)s2)c1	-6.8*	0.2	2	0.0	-10	-29	-5	-4	29
CN(C)/C=C/C(=O)c1cccc(Cl)c1	.	0.6	16	1.5	-27	-7	16	0[20 µM]	19
COC(OC)c1ccnc(-c2ccc(OC(=O)c3ccccc3)cc2)n1	-0.45	2.6	0	6.7	2	0	27	-21	3
CC1CC(C)CN(C(=O)COC(=O)c2cccc([N+](=O)[O-])c2)C1 (stereo not drawn)	1.6	-0.2	13	0.3	-1	-17	-3	-32	-9
O=C(CSc1nnnn1C1CCCC1)Nc1ccc(F)cc1	0.81	-0.3	-2	0.1	4	-6	-8	-23[20 µM]	-23
O=C(Nc1ccon1)c1cc2c(s1)CCCC2	-0.42	1.1	5	-1.2	0	-9	32	-13[20 µM]	-13
COc1ccc(C2NC(=O)c3n[nH]c(C)c32)c(OC)c1 (stereo not drawn)	0.86	0.3	-3	0.8	-1	-19	-17	-20	-9
CCOC(=O)C1=NN(C(=O)Cc2ccccc2)C(O)(C(C)(C)C)C1 (stereo not drawn)	0.37	-0.3	-7	-0.1	-3	-2	.	-9	-14
COc1ccc(OC)c(Nc2nnc(C)c(=O)[nH]2)c1	0.16	1.3	0	-1.6	-1	0	10	-20	17
COc1ccc(CC(=O)N2CCc3ccccc32)cc1	-0.88	0.1	2	0.7	4	-12	12	-19[20 µM]	-13
O=C(CN1C(=O)c2ccccc2C1=O)NCC1COc2ccccc2O1 (stereo not drawn)	0.28	0.1	-10	3.3	-2	-6	24	-6[20 µM]	-10
N#Cc1c2n(c3c(=O)n(Cc4ccccc4Cl)cnc13)CCCCC2	-1.2	-0.6	-8	-0.5	3	-11	1	-3	4
COC(=O)C1=CN(CC2CCCO2)C=C(C(=O)OC)C1c1ccccc1C(F)(F)F (stereo not drawn)	.	-0.3	-5	0.7	-4	-9	-10	-23[20 µM]	-482
Cc1ccccc1NC(=O)OCc1cccnc1Oc1ccc(Cl)cc1	0.33	-0.7	2	-1.6	2	-12	-16	-18	22
COc1ccc(S(=O)(=O)N2CCC(C(=O)Nc3cccc(C(C)=O)c3)CC2)cc1	-0.048	-0.3	1	-0.7	3	-5	14	-26[20 µM]	21

Reformatted: entries from further up.
Below each SMILES: Cl transport mod | TRPML3 agonist | Thrombin inh | TRPN1 ag | TbHK1 inh | EBV gp42 block | PPC-1+TRAIL kill | Furin inh | m-calpain inh
COc1ccc(OC)c(Nc2nnc(C)c(=O)[nH]2)c1
 : 0.16 | 1.3 | 0 | -1.6 | -1 | 0 | 10 | -20 | 17
COc1ccc(CC(=O)N2CCc3ccccc32)cc1
 : -0.88 | 0.1 | 2 | 0.7 | 4 | -12 | 12 | -19[20 µM] | -13
O=C(CN1C(=O)c2ccccc2C1=O)NCC1COc2ccccc2O1 (stereo not drawn)
 : 0.28 | 0.1 | -10 | 3.3 | -2 | -6 | 24 | -6[20 µM] | -10
N#Cc1c2n(c3c(=O)n(Cc4ccccc4Cl)cnc13)CCCCC2
 : -1.2 | -0.6 | -8 | -0.5 | 3 | -11 | 1 | -3 | 4
COC(=O)C1=CN(CC2CCCO2)C=C(C(=O)OC)C1c1ccccc1C(F)(F)F (stereo not drawn)
 : . | -0.3 | -5 | 0.7 | -4 | -9 | -10 | -23[20 µM] | -482
Cc1ccccc1NC(=O)OCc1cccnc1Oc1ccc(Cl)cc1
 : 0.33 | -0.7 | 2 | -1.6 | 2 | -12 | -16 | -18 | 22
COc1ccc(S(=O)(=O)N2CCC(C(=O)Nc3cccc(C(C)=O)c3)CC2)cc1
 : -0.048 | -0.3 | 1 | -0.7 | 3 | -5 | 14 | -26[20 µM] | 21
